NadD block: inhibitors of Staphylococcus aureus NadD; purified NadD enzyme, colorimetric absorbance read-out; inhibition, % at 20 µM; 0.78% of 360,000 active; in the data active = inhibition above about 26%; note: some compounds past the cut are filed as inactive
Rpn11 inh: Rpn11 (human) deubiquitinase inhibition. AID 588493. calls only at 20 µM. human 26S proteasome, Ub4-pepOG fluorescence polarization; 20S core pre-blocked with epoxomicin. 0.59% of 360,000 active. O00487;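 active = inhibition at 20 µM, scaled to each plate's controls, above about 33%, limit read from the data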
STEP block: inhibitors of human striatal-enriched phosphatase STEP; P54829; recombinant STEP, OMFP fluorogenic substrate, fluorescence; inhibition, % at 20 µM; 0.25% of 360,000 active; AID 588621;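 active = inhibition at 20 µM, scaled per plate between control wells, above about 37%, limit read from the data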;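 note: 0% = DMSO with enzyme and substrate and 100% = substrate only without enzyme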
Target sequence (P54829 whole entry, looked up): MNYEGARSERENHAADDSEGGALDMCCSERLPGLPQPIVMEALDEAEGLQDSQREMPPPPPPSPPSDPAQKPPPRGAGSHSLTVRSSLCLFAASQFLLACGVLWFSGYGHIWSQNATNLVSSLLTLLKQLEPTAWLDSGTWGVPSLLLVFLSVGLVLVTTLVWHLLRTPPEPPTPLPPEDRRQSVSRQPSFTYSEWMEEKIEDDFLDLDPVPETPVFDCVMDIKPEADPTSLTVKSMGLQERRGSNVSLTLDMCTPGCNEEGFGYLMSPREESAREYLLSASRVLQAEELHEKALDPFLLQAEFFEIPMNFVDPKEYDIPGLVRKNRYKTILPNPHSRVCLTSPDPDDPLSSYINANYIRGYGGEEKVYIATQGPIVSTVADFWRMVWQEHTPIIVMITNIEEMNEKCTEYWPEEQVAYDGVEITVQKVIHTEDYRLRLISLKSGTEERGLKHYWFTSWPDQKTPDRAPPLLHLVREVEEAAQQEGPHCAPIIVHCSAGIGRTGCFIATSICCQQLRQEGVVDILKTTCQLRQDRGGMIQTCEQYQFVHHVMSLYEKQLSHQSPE
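System: isolated STEP enzyme; schedule: 20 min enzyme reaction at room temperature, protected from light; medium: Bis-Tris buffer pH 6.0, 2.5 mM DTT, 0.005% Tween 20; signal: fluorescence, 480/540 nm; dosing: single compound dose of 20 µM, 1% DMSO final; also added: OMFP substrate, 25 µM final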
Scp1 inh: Scp-1 (human) phosphatase inhibition. Recombinant Scp1, phosphopeptide, malachite green phosphate absorbance. AID 493091. Q9GZU7. inhibition, % at 20 µM. 0.88% of 340,000 active;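 active = inhibition above about 50% at 20 µM, limit read from the data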;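 note: plate controls were DMSO wells with enzyme for no effect and wells lacking enzyme for full effect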
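Test system – truncated SCP-1 phosphatase (76-261aa) · Reagent – Phosphorylated 17-residue peptide substrate · Incubation – 45 min room-temperature reaction, 5 min colour, 30 min stabiliser · Detection – colorimetric phosphate reagent with accelerator and stabiliser, absorbance at 630 nm · Measure – % inhibition at 20 µM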
LMPTP block: blocks human LMPTP phosphatase; P24666; recombinant LMPTP-A, OMFP fluorogenic substrate, fluorescence intensity; inhibition, % at 20 µM; 0.22% of 360,000 active; AID 651560;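 active = compounds that cut the enzyme signal by at least half of the control window in the single-dose screen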;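 note: plate controls were DMSO wells with enzyme plus substrate for no effect and substrate without enzyme for full effect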
Target sequence (P24666 whole entry, looked up): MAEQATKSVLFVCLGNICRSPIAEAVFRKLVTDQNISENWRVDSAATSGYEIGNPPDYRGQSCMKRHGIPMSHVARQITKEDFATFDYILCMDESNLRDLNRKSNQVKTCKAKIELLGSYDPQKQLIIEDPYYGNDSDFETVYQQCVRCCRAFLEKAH
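Test system – LMPTP-A phosphatase enzyme · Quantity – 0.625 nM LMPTP-A final · Reagent – OMFP substrate, 400 µM final · Dosing – one test concentration per compound, 20 µM, with 3% DMSO overall · Timing – 50 min enzyme reaction at room temperature, protected from light · Detection – fluorescence intensity · Controls – substrate-only low control, DMSO enzyme-plus-substrate high control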
SUMO1 PPI mod: SUMO1-SIM interaction modulation; P63165; SUMO1 binding to a labelled peptide, TR-FRET, 1 h; inhibition, % at 20 µM; 0.33% of 360,000 active; AID 602429; in the data active = inhibition above about 37%
Target sequence (P63165 whole entry, looked up): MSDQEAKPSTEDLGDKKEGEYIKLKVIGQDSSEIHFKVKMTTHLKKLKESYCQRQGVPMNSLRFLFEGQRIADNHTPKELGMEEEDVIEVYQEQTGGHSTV
DNMT1 inh: DNMT1 (human) enzyme inhibition; DNMT1 molecular beacon, Hinp1I cleavage, fluorescence; inhibition (reported as % activation of signal), % at 10 µM; 0.83% of 360,000 active; AID 588458; in the data active = inhibition above about 50%
MT1-MMP act inh: blocks activation of human MT1-MMP; HT1080 RFP-PRO-GFP cells, GFP/RFP ratio fluorescence, overnight; percent of plate control window, DMSO zero; P50281; 0.061% of 360,000 active; GFP/RFP ratio change, % at 20 µM;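 active = GFP/RFP ratio change of at least 30% with cell ATP level not reduced by more than half and red fluorescence within 50% of control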; note: strong numbers were not always called active
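Assay system – RFP-PRO-GFP reporter HT1080 cells · Compound dosing – single dose of 20 µM compound, 1% DMSO final · Incubation – overnight compound exposure at 37 °C · Measure – GFP/RFP fluorescence ratio · Benchmarks – DMSO wells and RFP-L50D-GFP cells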
SKN-1 block: C. elegans SKN-1 inhibition; C. elegans VP596 Pgst-4::GFP/RFP ratio, acrylamide-induced, 24 h; inhibition, % at 21.8 µM; 0.49% of 360,000 active; AID 624304;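 active = interference check ratio from 0.5 to 1.5 plus GFP to RFP signal ratio inhibition reaching or exceeding a fixed threshold, cut at about 30% in these data, passing the limit was not always enough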; note: some compounds called inactive have numbers as strong as hits
CendR NRP1 mod: NRP-1/CendR interaction modulation; 0.85% of 360,000 active; FAM-RPARPAR peptide binding to NRP-1, fluorescence polarization; O14786; inhibition, % at 25 µM;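 active = inhibition or corrected inhibition above about 18%, plus a signal ratio from 0.5 to 1.5, limit read from the data, passing the limit was not always enough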; note: strong numbers were not always called active
An asterisk follows results filed as active; i = inactive; nt = not tested or not shown; + = active, no number.

nr	Structure	NadD block	Rpn11 inh	STEP block	Scp1 inh	LMPTP block	SUMO1 PPI mod	DNMT1 inh	MT1-MMP act inh	SKN-1 block	CendR NRP1 mod
1	CC1CN=C(Nc2cccc3ccccc23)S1 (stereo not given)	2	i	7	0	-2.0	-5	-19	-1	-12	3
2	CO[C@H]1C=CCCC=CC(=O)O[C@H]([C@H](C)C(=O)CCCC2CC(=O)NC(=O)C2)C(C)=C[C@@H](C)[C@@H]1O	8	nt	nt	nt	-1.0	-6	nt	1	12	-4
3	CC(=O)N1N=C(c2cccnc2)OC1c1ccccc1Cl (stereo not given)	-1	i	6	-7	-1.2	3	6	-1	-2	4
4	CCOc1cc2c(cc1OCC)-n1cccc1C(c1cccc(OCC)c1O)NC2 (stereo not given)	0	i	1	0	-0.2	8	0	-4	1	-2
5	O=C(Nc1ccc(Cl)cc1C(=O)c1ccccc1Cl)c1ccco1	-3	i	-1	-5	1.5	-2	-1	3	10	6
6	COc1ccc(-[n+]2c(-c3ccccc3)cc(-c3ccc(C)cc3)cc2-c2ccccc2)cc1	3	i	2	8	5.1	-19	1	-2	2	-6
7	COc1ccc(NC(=O)c2cn(CCC#N)nc2-c2cccc(Br)c2)cc1	-8	i	-1	-9	-0.5	0	0	-2	20	-13
8	CCOc1ccc(-n2c(-c3cccs3)nc3ccccc3c2=O)cc1	1	i	-1	-2	1.9	-10	-1	-4	14	-1
9	CCCCCCOc1ccc(CN2CCN(C)CC2)cc1	-9	i	1	-4	-2.9	2	2	-2	21	-2
10	COC(=O)C1=C(c2ccc(F)cc2F)C[C@@H]2CC[C@H]1N2C(=O)N1CCCC1	0	i	-2	5	0.5	7	-8	2	2	28*
11	CC(C)(Cl)[N+](=O)[O-]	3	i	-1	6	-0.6	2	-1	-1	-7	-3
12	CC1CC(C)CN(C(=O)COC(=O)c2cn(C)c3ccccc23)C1 (stereo not given)	0	i	-2	-2	0.0	12	-2	-2	12	3
13	COc1cccc(C)c1NC1=NCCO1	3	i	-4	nt	1.2	5	0	4	-3	-4
14	CCCCCCCCN=Cc1c(O)[nH]c(=O)[nH]c1=O	0	i	1	-3	0.5	-3	4	-4	0	3
15	CNC(=O)Oc1cccc(-c2cn3cc(OC(=O)NC)ccc3n2)c1	6	i	0	-6	1.7	31	-2	nt	50*	-7
16	O=C(C[N+]12CCC(CC1)C(C(O)(c1ccccc1)c1ccccc1)C2)c1ccc(Br)cc1 (stereo not given)	-7	i	1	6	-1.6	-2	3	-3	0	-11
17	C=C(C)CSc1nnc([C@@H](N)Cc2ccccc2)o1	-6	i	2	3	2.0	-2	0	-2	-4	2
18	Cn1c(O)c(C2=NNC(c3ccc(Cl)cc3)C2)c(=O)n(C)c1=O (stereo not given)	1	i	1	-10	-1.2	7	-3	2	-10	-7
19	COC(=O)C1=C(c2cccc(OCc3ccccc3)c2)C[C@@H]2CC[C@H]1N2C(=O)NCc1ccc2[nH]ccc2c1	3	i	1	-3	3.0	0	-8	3	1	4
20	CC1OC(OC2C(O)CC(OC3C(O)CC(OC4CCC5(C)C(CCC6C5CCC5(C)C(C7=CC(=O)OC7)C(O)CC65O)C4)OC3C)OC2C)CC(O)C1O (stereo not given)	-4	i	0	-8	-0.7	-1	0	-39	21	-1
21	COC(=O)C1=C(c2ccc(OC)c(OC)c2)C[C@@H]2CC[C@H]1N2C(=O)N1CCc2cc(OC)c(OC)cc2C1	3	i	-1	-8	1.4	8	2	0	2	-7
22	Nc1ccc(Br)cc1C(=O)c1ccccc1	4	i	0	-10	0.9	-8	-5	-4	4	13
23	N#Cc1ccc2nc(-c3ccc(CN4CCC(n5c(=O)[nH]c6ccccc65)CC4)cc3)c(-c3ccccc3)nc2c1	43*	nt	nt	nt	36	-14	nt	-27	-4	-16
24	c1ccc(CN2CCc3nc4ccccc4cc3C2)cc1	-5	i	-1	-2	-0.9	2	3	-1	-5	15
25	CCCN1CCC2(CC1)NC(CO)(CO)CO2	7	i	0	0	-3.6	-4	1	4	0	19

As entered above.
MT1-MMP act inh, entry 5 = 3
NadD block, entry 1 = 2
NadD block, entry 7 = -8

The list continues.
nr	Structure	NadD block	Rpn11 inh	STEP block	Scp1 inh	LMPTP block	SUMO1 PPI mod	DNMT1 inh	MT1-MMP act inh	SKN-1 block	CendR NRP1 mod
26	COC(=O)C1=C(c2ccc(F)cc2OCc2ccccc2)C[C@@H]2CC[C@H]1N2C(=O)NCCN1CCOCC1	-1	i	-3	0	1.5	2	2	-3	8	6
27	O=C(N/N=C/c1c(O)n(C2CCCCC2)c(=S)[nH]c1=O)c1ccccc1O	8	+	1	-18	2.9	-8	-17	18	16	-16
28	O[C@H]1C2CCC1C(N1CCCCC1)CC2 (stereo not given in full)	-5	i	7	6	-1.7	0	4	2	5	-2
29	Cn1c(=O)oc(=O)c2ccccc21	4	i	-5	9	-0.6	1	2	-3	10	0
30	CCN1CCN(Cc2cc(Br)cc(OC)c2O)CC1	5	i	-1	-3	-0.6	0	1	1	8	18
31	O=C(COc1ccc2c3c(c(=O)oc2c1)CCC3)N1C[C@H]2C[C@@H](C1)c1cccc(=O)n1C2	5	i	1	-1	-0.1	0	-2	-1	4	8
32	CC(NC1=NCCS1)c1ccccc1 (stereo not given)	-5	i	-1	0	-1.7	2	-1	-3	2	-10
33	COc1ccc(C(CN(C)C)C2(O)CCCCC2)cc1 (stereo not given)	0	i	-3	4	-0.4	-1	4	-2	-13	-15
34	N#CC(C#N)=C(C#N)c1ccc(Nc2ccccc2)cc1	-4	i	5	-9	-0.8	13	-8	-3	5	-12
35	CN1CCN(Cc2ccccc2C(F)(F)F)CC1	1	i	-2	-5	-5.0	2	-2	0	-8	2
36	COc1ccc(CCNC2CCCCCC2)cc1	-5	i	2	0	-1.5	8	0	-2	-7	7
37	Oc1cc2c(cc1CN1CCN(c3ccc(F)cc3)CC1)OCO2	4	i	2	-9	-0.4	2	-4	6	12	6
38	CCCCn1c(O)c(C=NC2CC3CCC2(C)C3(C)C)c(=O)[nH]c1=O (stereo not given)	-4	i	3	-2	0.0	0	-2	-7	-23	4
39	Cn1c(O)c(/C=N/c2ncccn2)c(=O)n(C)c1=O	-4	i	1	-4	0.6	-3	2	-15	14	5
40	COc1ccc(C2SCC(=O)Nc3c2c(C)nn3C2CCOC(C)(C)C2)cc1OC (stereo not given)	3	i	-2	-9	-0.5	1	2	-4	1	15
41	COc1cc2c(c(OC)c1OC)-c1ccc(O)c(=O)cc1C(NC(C)=O)CC2 (stereo not given)	-4	i	3	-15	-1.3	-20	1	23	6	4
42	COC(=O)C1=C(c2cccc(OC)c2OC)C[C@@H]2CC[C@H]1N2C(=O)NCCCOC(C)C	-6	i	-2	-6	-0.9	-3	2	-1	8	7
43	ClC1=CCC2CN(CCN3CCCCC3)CC2C1 (stereo not given)	-6	i	-1	-7	-5.5	-5	-2	6	-15	10
44	CCC[N+]12CCC(CC1)C(C(O)(c1ccccc1)c1ccccc1)C2 (stereo not given)	-1	i	-3	-7	0.0	3	-1	3	14	-2
45	C#CCOC(=O)C1=CCCN(C)C1	-4	i	0	14	-1.1	-6	-3	2	14	0
46	Cn1c(O)c(/C=C2/C=CC=N2)c(=O)[nH]c1=O	-4	i	-3	-8	0.6	-20	-4	7	-5	-4
47	C[C@]12C=CC(=O)C=C1CC[C@@H]1C2CC[C@]2(C)OC(=O)CCC12 (stereo not given in full)	-8	i	-1	-9	-1.3	1	1	5	16	15
48	COCCNC(=O)c1c(N)n(Cc2ccco2)c2nc3ccccc3nc12	5	i	0	-10	1.8	7	-13	-61	4	-37
49	COC(=O)C(O)(c1ccc(N(C)C)cc1)C(F)(F)F (stereo not given)	7	i	-2	-2	-1.3	1	1	-3	0	-8
50	O=[N+]([O-])c1cc(F)c(N2CCCCC2)cc1Br	2	i	3	-2	3.6	-23	4	-1	10	1

Taken from the results shown for reference:
nr	Structure	NadD block	Rpn11 inh	STEP block	Scp1 inh	LMPTP block	SUMO1 PPI mod	DNMT1 inh	MT1-MMP act inh	SKN-1 block	CendR NRP1 mod
46	Cn1c(O)c(/C=C2/C=CC=N2)c(=O)[nH]c1=O	-4	i	-3	-8	0.6	-20	-4	7	-5	-4
47	C[C@]12C=CC(=O)C=C1CC[C@@H]1C2CC[C@]2(C)OC(=O)CCC12 (stereo not given in full)	-8	i	-1	-9	-1.3	1	1	5	16	15
48	COCCNC(=O)c1c(N)n(Cc2ccco2)c2nc3ccccc3nc12	5	i	0	-10	1.8	7	-13	-61	4	-37
49	COC(=O)C(O)(c1ccc(N(C)C)cc1)C(F)(F)F (stereo not given)	7	i	-2	-2	-1.3	1	1	-3	0	-8
50	O=[N+]([O-])c1cc(F)c(N2CCCCC2)cc1Br	2	i	3	-2	3.6	-23	4	-1	10	1

Other records:
nr	Structure	NadD block	Rpn11 inh	STEP block	Scp1 inh	LMPTP block	SUMO1 PPI mod	DNMT1 inh	MT1-MMP act inh	SKN-1 block	CendR NRP1 mod
51	COc1ccccc1N1C(=O)NC(=O)/C(=C/c2ccc3c(c2)Cc2ccccc2-3)C1=O	10	i	2	2	-1.4	-6	21	-2	7	-14
52	Cc1cc(C)nc(NC2=NCCS2)n1	-1	i	0	-7	-0.3	4	1	1	7	5
53	CCN1CC2C3CCC(C)(O3)C2C1 (stereo not given)	-8	i	-2	1	-1.0	-1	0	6	14	7
54	C[C@@H]1CN([C@H](C)CO)C(=O)CCCn2nncc2CO[C@H]1CN(C)C(=O)Oc1ccc2ccccc2c1	6	i	0	nt	-1.6	1	5	-2	-2	9

A portion of the library; the hit share may differ from the screen's.
